Assay outcomes from PubChem BioAssay.
M5 ag: human M5 muscarinic receptor agonists, primary screen, CHO-K1 cells, Fluo-8 calcium fluorescence. 0.19% of 360,000 active. CHO-K1 hM5 cells; 0% DMSO wells, 100% maximal acetylcholine response. AID 624037, 2012. activation, % at 3 µM. Muscarinic acetylcholine receptor M5 (Homo sapiens), P08912;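 active = activation above the run's mean over test compounds plus 3 SD, cut at about 23% in these data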;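 also: signal is peak over basal fluorescence ratio across the kinetic read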
Target sequence (P08912 whole entry, looked up): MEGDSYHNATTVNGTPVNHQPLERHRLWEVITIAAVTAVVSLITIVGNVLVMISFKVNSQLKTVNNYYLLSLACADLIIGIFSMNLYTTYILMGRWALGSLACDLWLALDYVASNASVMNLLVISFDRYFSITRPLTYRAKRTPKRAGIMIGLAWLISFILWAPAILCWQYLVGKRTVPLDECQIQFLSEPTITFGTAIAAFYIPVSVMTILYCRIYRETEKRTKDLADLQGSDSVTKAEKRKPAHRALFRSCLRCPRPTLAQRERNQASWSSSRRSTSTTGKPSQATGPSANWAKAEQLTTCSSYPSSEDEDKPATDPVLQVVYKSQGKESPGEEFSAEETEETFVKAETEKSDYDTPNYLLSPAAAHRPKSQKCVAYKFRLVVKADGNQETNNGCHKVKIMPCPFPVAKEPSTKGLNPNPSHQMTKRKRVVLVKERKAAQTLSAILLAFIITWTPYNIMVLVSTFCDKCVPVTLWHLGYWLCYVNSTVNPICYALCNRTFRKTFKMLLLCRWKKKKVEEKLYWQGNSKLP
CRFBP-R2 block: antagonists of CRF-BP/CRF-R2 complex, primary screen, cell-based, HEK293, calcium dye fluorescence, uHTS; CRF-induced calcium fluorescence; inhibition, % at 11.8 µM; 0.59% of 350,000 active; AID 588475, 2011;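 active = inhibition of the ligand-induced calcium signal above about 50% at the single tested concentration, limit read from the data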
CRFBP-R2 agonist: agonists of CRF-BP/CRF-R2 complex, primary screen, cell-based, HEK293, calcium dye fluorescence, uHTS; CRF-binding protein / CRF receptor 2 complex (human); calcium dye fluorescence (FLIPR); percent of saturating CRF peptide response; activation, % at 13.2 µM; 0.46% of 350,000 active; AID 588473, 2011;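 active = activation of at least 50%, plus an integration ratio under a set limit after plate pattern correction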;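 also: plate controls were neutral control wells without compound for no effect and CRF at EC100 for full effect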
CHRM4 agonist: human M4 muscarinic receptor agonists, primary screen, CHO-K1 cells, Fluo-8 calcium fluorescence; 0.14% of 360,000 active; activation, % at 3 µM; Muscarinic acetylcholine receptor M4 (Homo sapiens), P08173; CHO-K1 hM4/Gqi5; vehicle 0%, full acetylcholine response 100%;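 active = activation above the run mean over all test wells plus 3 SD, cut at about 32% in these data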;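 also: peak over basal fluorescence ratio per well then scaled between controls; 0% = DMSO wells and 100% = acetylcholine at EC100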
Target sequence (P08173 whole entry, looked up): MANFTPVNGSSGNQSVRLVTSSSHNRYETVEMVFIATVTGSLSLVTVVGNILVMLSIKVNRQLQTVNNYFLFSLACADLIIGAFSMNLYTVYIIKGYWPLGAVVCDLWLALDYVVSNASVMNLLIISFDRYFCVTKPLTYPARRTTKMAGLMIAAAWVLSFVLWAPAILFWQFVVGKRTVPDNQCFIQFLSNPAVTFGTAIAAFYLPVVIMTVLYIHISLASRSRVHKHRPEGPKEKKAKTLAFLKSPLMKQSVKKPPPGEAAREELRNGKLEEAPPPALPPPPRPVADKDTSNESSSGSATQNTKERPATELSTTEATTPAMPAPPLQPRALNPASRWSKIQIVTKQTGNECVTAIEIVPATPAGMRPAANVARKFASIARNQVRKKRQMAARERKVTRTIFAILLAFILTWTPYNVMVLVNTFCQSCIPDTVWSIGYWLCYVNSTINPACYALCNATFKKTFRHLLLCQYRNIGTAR
CHRM4 PAM: human M4 muscarinic receptor positive allosteric modulators, primary screen, CHO-K1 cells, Fluo-8 calcium fluorescence. 0.4% of 360,000 active. activation, % at 3 µM. CHO-K1 hM4/Gqi5, ACh EC20; 0% = ACh EC20, 100% = maximal ACh. AID 624126, 2012;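 active = activation above its plate's cutoff, the mean activation of sample wells plus 3 SD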; also: some results filed as inactive read as strong as hits
CHRM5 PAM: human M5 muscarinic receptor positive allosteric modulators, primary screen, CHO-K1 cells, Fluo-8 calcium fluorescence | Muscarinic acetylcholine receptor M5 (Homo sapiens), P08912 | CHO-K1 hM5, ACh EC20 PAM; 0% = ACh EC20, 100% = ACh EC100 | activation, % at 3 µM | 0.3% of 360,000 active;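 active = activation above the run cutoff, the mean activation of all test compounds plus 3 SD, cut at about 18% in these data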
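System: CHO-K1 cell line with stable human muscarinic M5 receptor expression | Also added: EC20 acetylcholine as agonist stimulus | Compound: One concentration, 3 µM final (nominal) | Timing: Fluo-8 loading 80 min at 37 °C plus 30 min room temperature | Measured by: Fluo-8 calcium dye fluorescence, kinetic read | Read-out basis: % activation, ACh-normalized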
M4 antag: human M4 muscarinic receptor antagonists, primary screen, CHO cells, Fluo-8 calcium fluorescence | 0.73% of 360,000 active | inhibition, % at 3 µM | Muscarinic acetylcholine receptor M4 (Homo sapiens), P08173 | CHO-hM4 cells, ACh EC80 | AID 624125, 2012;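 active = inhibition above its plate's cutoff, the mean inhibition of sample wells plus 3 SD, cut at about 27% in these data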;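 also: 0% = acetylcholine EC80 with DMSO and 100% = DMSO without agonist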
IDE inh: human IDE inhibitors in live cells, primary screen, fluorescence polarization, HEK cells, FAbetaB substrate; FAbetaB cleavage; inhibition, % at 5.59 µM; 0.41% of 320,000 active;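 active = percent inhibition above the average of all tested compounds plus 3 SD, set per screening campaign, cut at about 16% in these data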;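 also: IDE supplied by intact live HEK cells; FP after avidin binding of uncleaved biotin substrate so inhibition keeps polarization high; 0% = DMSO wells and 100% = 60 µM reference IDE inhibitor Ii1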
M5 antag: human M5 muscarinic receptor antagonists, primary screen, CHO cells, Fluo-8 calcium fluorescence | inhibition, % at 3 µM | 0.59% of 360,000 active | CHO-hM5 cells, ACh EC80 | Muscarinic acetylcholine receptor M5 (Homo sapiens), P08912;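 active = inhibition above a per-plate cutoff, the mean of that plate's test compounds plus 3 SD, cut at about 27% in these data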;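 also: 0% = acetylcholine EC80 with DMSO and 100% = DMSO without agonist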
Starred values were filed as active, the others as inactive; x = not tested or not shown.

SMILES	M5 ag	CRFBP-R2 block	CRFBP-R2 agonist	CHRM4 agonist	CHRM4 PAM	CHRM5 PAM	M4 antag	IDE inh	M5 antag
COc1ccc(NC(=O)C(C)N(c2ccc(C)cc2)S(C)(=O)=O)cc1 (stereo unspecified)	-2	15	-4.0	1	-4	-5	5	9	3
CCOCCCNCc1cc(Cl)ccc1OCC	-5	-6	-0.7	0	5	-2	-1	-7	14
CCCCn1nc(C(=O)Nc2ccc(S(=O)(=O)Nc3ncccn3)cc2)c2ccccc2c1=O	-1	-13	-7.0	1	5	8	-4	5	0
COc1ccc(N2CCN(C(=O)c3ccc(CS(=O)c4cccc(Cl)c4)o3)CC2)cc1 (stereo unspecified)	1	18	-1.0	8	-4	-4	-12	x	-2
COc1ccc(NS(=O)(=O)c2ccc(Cl)s2)cn1	3	1	-0.2	1	-6	6	-3	0	0
O=C(O)/C=C1\NC(=O)c2ccccc21	-1	2	1.1	0	4	-6	10	0	1
CCOc1ccc2nc(C)cc(C(=O)O)c2c1	1	-6	-0.1	2	4	3	-5	-7	3
CC(C)CC(=O)Nc1ccc(-c2cn3ccsc3n2)cc1	-2	-3	1.5	1	5	7	-7	-1	-7
O=C(CCC1=NS(=O)(=O)c2ccccc2N1)NC1CCCCCCC1	2	-4	-0.9	3	5	-2	-4	1	-3
COc1ccc(N2CCN(C(=O)c3ccc(COc4ccc([N+](=O)[O-])cc4)o3)CC2)cc1	-2	10	-0.1	20	-12	-12	7	x	16
Cc1cccn2c(=O)c3cc(C(=O)NCc4ccc(F)cc4)c(=N)n(CC4CCCO4)c3nc12 (stereo unspecified)	-7	6	3.7	1	-3	5	0	3	3
CC(C)C(NS(=O)(=O)c1cccc2nsnc12)C(=O)NCc1ccco1 (stereo unspecified)	-4	5	2.3	0	1	-2	8	5	2
Cc1ccc(N=Cc2cc(Br)cc(Cl)c2O)cc1	0	-3	11	0	-6	-6	-2	1	4
C[C@H](CO)N1C[C@H](C)[C@@H](CN(C)C(=O)NC2CCCCC2)Oc2c(NC(=O)CCC(F)(F)F)cccc2C1=O	2	-14	-0.1	2	3	-2	-21	-4	3
Cc1ccc(N2CC(C(=O)Nc3c4c(nn3C(C)(C)C)CS(=O)(=O)C4)CC2=O)cc1C (stereo unspecified)	-2	7	-1.9	1	4	5	-3	7	0
COc1c2ccc(C(=O)NCCCCc3ccccc3)cc2nn1C	2	-5	1.2	2	4	3	-1	5	-7
COC(=O)CC1C(=O)NCCN1C(=S)Nc1ccccc1Cl (stereo unspecified)	-4	18	19	2	1	-6	6	-2	-1
COc1ccc(Cc2c(-c3cccc(Cl)c3)nc3ccc(Cl)cn23)c(C)c1	0	x	x	-1	-6	-8	4	x	12
Cc1ccc(NC(=O)COC(=O)CCc2c[nH]c3ccccc23)cc1	0	-18	0.4	2	8	1	-2	x	-4
CCOC(=O)c1ccc(NC(=O)c2nc[nH]c2C(=O)N2CCC(C)CC2)cc1	-1	-3	0.0	0	-3	1	-4	4	8

Filtered by structure, those above with four or more nitrogen atoms (6)
SMILES	M5 ag	CRFBP-R2 block	CRFBP-R2 agonist	CHRM4 agonist	CHRM4 PAM	CHRM5 PAM	M4 antag	IDE inh	M5 antag
CCCCn1nc(C(=O)Nc2ccc(S(=O)(=O)Nc3ncccn3)cc2)c2ccccc2c1=O	-1	-13	-7.0	1	5	8	-4	5	0
Cc1cccn2c(=O)c3cc(C(=O)NCc4ccc(F)cc4)c(=N)n(CC4CCCO4)c3nc12 (stereo unspecified)	-7	6	3.7	1	-3	5	0	3	3
CC(C)C(NS(=O)(=O)c1cccc2nsnc12)C(=O)NCc1ccco1 (stereo unspecified)	-4	5	2.3	0	1	-2	8	5	2
C[C@H](CO)N1C[C@H](C)[C@@H](CN(C)C(=O)NC2CCCCC2)Oc2c(NC(=O)CCC(F)(F)F)cccc2C1=O	2	-14	-0.1	2	3	-2	-21	-4	3
Cc1ccc(N2CC(C(=O)Nc3c4c(nn3C(C)(C)C)CS(=O)(=O)C4)CC2=O)cc1C (stereo unspecified)	-2	7	-1.9	1	4	5	-3	7	0
CCOC(=O)c1ccc(NC(=O)c2nc[nH]c2C(=O)N2CCC(C)CC2)cc1	-1	-3	0.0	0	-3	1	-4	4	8

The list continues.
SMILES	M5 ag	CRFBP-R2 block	CRFBP-R2 agonist	CHRM4 agonist	CHRM4 PAM	CHRM5 PAM	M4 antag	IDE inh	M5 antag
CC(C)OC(=O)c1ccc(NC(=O)CSc2nc3ncccc3[nH]2)cc1	10	-17	-1.4	12	-7	-8	-3	-2	-5
CCCCCC(=O)N1C[C@H](O)[C@@H](n2cc(-c3ccc(F)cc3)nn2)C[C@@H]1c1ccc(C)cc1	-1	7	-0.2	10	-2	2	-6	x	-2
COCCOC(=O)c1c(C)oc2ccc(OC(=O)c3ccco3)cc12	0	-19	-1.4	3	-2	-6	5	1	2
CCOC(=O)N1CCC(NC(=O)c2cc3c(=O)n(C)c4ccccc4c3n2C)CC1	3	6	-2.6	6	-5	-5	-2	-2	2
CCn1c(SCC(=O)NNC(=O)Cc2ccccc2)nnc1-c1ccncc1	0	4	0.2	0	1	-1	-5	4	1
O=C(NCc1ccco1)c1ccc(Cl)c(S(=O)(=O)N2CCOCC2)c1	2	2	-3.4	1	2	2	7	-1	-2
CCOC(=O)C1(Cc2cccc(F)c2)CCN(C(=O)c2cnc(C)cn2)CC1	-3	-5	0.8	2	22	1	-7	-2	5
CC(O)c1nc2ccccc2n1C1CCCCC1 (stereo unspecified)	4	2	-0.3	1	3	-1	8	1	2
NS(=O)(=O)c1ccc(CCNC(=O)CSc2nc3ccsc3c(=O)n2CCCCCC(=O)O)cc1	-2	-23	6.8	1	0	0	5	0	5
COc1cc(/C=N/Nc2cccc3cccnc23)cc(OC)c1O	3	-1	0.3	2	-5	5	-2	0	1
O=C(NCc1ccccc1Cl)C(=O)c1cn(CC(=O)N2CCOCC2)c2ccccc12	13	-8	3.8	8	2	23*	-13	9	20
Cc1ncc([N+](=O)[O-])n1CCOC(=O)c1cc(Cl)cc(Cl)c1N	0	-14	-2.4	3	-3	-4	-5	2	3
COc1ccc(NC(=O)CSCC(=O)N(C)CC(=O)Nc2c(C)cccc2C)cc1	-1	-9	-1.1	0	1	2	3	3	11
CCOC(=O)C1=CN(Cc2ccco2)S(=O)(=O)N(C)C1c1ccc2ccccc2c1 (stereo unspecified)	-2	-2	4.5	-1	-4	-2	-7	x	-12
Cc1cccc(Cn2c(N3CCN(C)CC3)nc3c2c(=O)n(C)c(=O)n3C)c1	-2	1	-3.3	-1	-3	1	1	5	0
CC(=O)c1c(O)cc(O)c(C(C)=O)c1O	10	18	20	15	-1	-8	-2	1	8
O=C1Nc2cc(Cl)c(Cl)cc2N(O)N1c1ccc(Cl)cc1	3	31	-0.2	2	7	-7	-6	1	1
CCCCn1c(N)c(N(Cc2ccccc2OC)C(=O)COc2ccccc2C#N)c(=O)[nH]c1=O	-1	3	1.7	0	13	2	-1	-1	8
CC1=C(C(=O)N(C)C)C(c2ccccc2OC(F)F)NC(=O)N1 (stereo unspecified)	-3	0	1.8	0	2	-2	1	4	1
Cn1sc(=O)c2cc(S(=O)(=O)NC3CC3)ccc21	11	-13	-0.2	2	5	-3	-9	16	12
COc1cccc(Nc2cc(C)nc3nc(C)nn23)c1	1	8	-2.3	0	2	2	3	-2	0
CCn1cnc2cc(NCc3ccc(C)cc3)ccc21	-4	-106	23	5	6	1	-11	-6	-7
CCOc1ccccc1NC(=O)Cn1c(=O)n(CCC(=O)NC2CCCC2)c(=O)c2ccccc21	-3	x	x	1	21	7	-5	0	12
CC(C)c1ccc(C2N3CC4([N+](=O)[O-])CN2CC([N+](=O)[O-])(C3)C4(C)C)cc1 (stereo unspecified)	-1	1	1.6	1	-3	-1	-1	0	-5
c1ccc(-c2[nH]ncc2CN2CCN(Cc3ccc4c(c3)OCO4)CC2)cc1	-4	-6	0.3	2	-7	1	1	5	1
CCCCN1C(=O)NC2NC(=O)NC21 (stereo unspecified)	-1	-4	-3.1	0	4	1	4	-1	-1
O=[N+]([O-])c1ccc(CN2CC(N3CC=CC3)CS2(=O)=O)cc1 (stereo unspecified)	2	x	x	1	-6	0	-1	x	-8
NNC(=O)CC(=O)NC1(Cc2ccc(O)cc2)CCCCC1	0	-5	-0.1	1	-7	2	4	-1	-4
O=C(CSc1ccccc1)Nc1nccs1	1	4	-0.8	2	14	-2	-4	2	0
CC(C)=Cc1oc2ccc([N+](=O)[O-])cc2c1N1CCOCC1	2	-8	-1.7	0	-1	-3	1	-7	6
c1csc(Cc2nc3ccccc3[nH]2)c1	2	9	0.3	1	1	-3	-3	2	-2
CCOc1cc(/C=N/NC(=O)c2ccc(-c3csc(Nc4ccc(C)cc4)n3)cc2)ccc1OCC(=O)O	4	-8	1.2	-1	-3	7	10	x	-2
NNC(=O)COc1ccc(C2SCCS2)cc1	-2	2	-2.5	1	1	-4	1	0	12
CCCCN(CC)CCCNC(=O)C1CCN(c2ncnc3c2sc2cccc(F)c23)CC1	-9	10	-0.7	0	-13	-5	8	4	3
COc1ccc(N(C(=O)c2ccco2)S(=O)(=O)c2cccs2)cc1	3	2	0.6	-1	-1	-1	0	6	3
CCOC(=O)N1CCN(C(=O)C(CC(C)C)NS(=O)(=O)c2ccc3c(c2)oc(=O)n3C)CC1 (stereo unspecified)	3	13	-1.4	1	-3	0	-2	-1	1
CC(C)(C)C1(O)CC(C(F)(F)F)=NN1C(=O)Cc1ccc([N+](=O)[O-])cc1 (stereo unspecified)	-7	-65	-2.2	1	-13	-8	14	1	0

No enrichment for hits; any-hit rate near 2.9%.
